Bioassay records as filed in PubChem BioAssay.
Ecoli viability: bacterial growth inhibition, counter-screen for AddAB inhibitors; 330,000 tested, 0.27% active; inhibition, % at 11.9 µM; E. coli V3065 growth, OD600 absorbance, 18 h;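 active means inhibition above the campaign's mean inhibition across all tested compounds plus 3 SD, cut at about 9.9% in these data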;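 further: uninfected addAB+ strain grown without phage in ampicillin broth; 0% = DMSO wells and 100% = ciprofloxacin 0.95 µg/ml wells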
HTR5A inv ctr: HTR5A inverse agonism, opioid heterodimer counter-screen; HTR5A cell line, luminescence; inhibition, % at 9.3 µM; 340,000 tested, 0.083% active; AID 504634; P47898; in the data active means inhibition mostly above about 23%, no sharp cut-off; inactive means mostly below about 18%;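 further: 0% = cells with DMSO and 100% = no-cell wells with DMSO; some compounds called inactive have numbers as strong as hits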
DSG3 Ab inh: inhibitors of pemphigus antibody binding to human desmoglein-3. DSG3-coupled beads, scFv-anti-DSG3-GFP binding, flow cytometry; stronger effect = lower value. binding (percent of control), % at 10 µM. 310,000 tested, 0.48% active. AID 588358;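 active means binding more than 3 SD below its plate's average and above zero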;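 further: hits lower antibody fragment binding to DSG3; some compounds called inactive have numbers as strong as hits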
Target sequence (P32926 whole entry, looked up, the tested form may be a part): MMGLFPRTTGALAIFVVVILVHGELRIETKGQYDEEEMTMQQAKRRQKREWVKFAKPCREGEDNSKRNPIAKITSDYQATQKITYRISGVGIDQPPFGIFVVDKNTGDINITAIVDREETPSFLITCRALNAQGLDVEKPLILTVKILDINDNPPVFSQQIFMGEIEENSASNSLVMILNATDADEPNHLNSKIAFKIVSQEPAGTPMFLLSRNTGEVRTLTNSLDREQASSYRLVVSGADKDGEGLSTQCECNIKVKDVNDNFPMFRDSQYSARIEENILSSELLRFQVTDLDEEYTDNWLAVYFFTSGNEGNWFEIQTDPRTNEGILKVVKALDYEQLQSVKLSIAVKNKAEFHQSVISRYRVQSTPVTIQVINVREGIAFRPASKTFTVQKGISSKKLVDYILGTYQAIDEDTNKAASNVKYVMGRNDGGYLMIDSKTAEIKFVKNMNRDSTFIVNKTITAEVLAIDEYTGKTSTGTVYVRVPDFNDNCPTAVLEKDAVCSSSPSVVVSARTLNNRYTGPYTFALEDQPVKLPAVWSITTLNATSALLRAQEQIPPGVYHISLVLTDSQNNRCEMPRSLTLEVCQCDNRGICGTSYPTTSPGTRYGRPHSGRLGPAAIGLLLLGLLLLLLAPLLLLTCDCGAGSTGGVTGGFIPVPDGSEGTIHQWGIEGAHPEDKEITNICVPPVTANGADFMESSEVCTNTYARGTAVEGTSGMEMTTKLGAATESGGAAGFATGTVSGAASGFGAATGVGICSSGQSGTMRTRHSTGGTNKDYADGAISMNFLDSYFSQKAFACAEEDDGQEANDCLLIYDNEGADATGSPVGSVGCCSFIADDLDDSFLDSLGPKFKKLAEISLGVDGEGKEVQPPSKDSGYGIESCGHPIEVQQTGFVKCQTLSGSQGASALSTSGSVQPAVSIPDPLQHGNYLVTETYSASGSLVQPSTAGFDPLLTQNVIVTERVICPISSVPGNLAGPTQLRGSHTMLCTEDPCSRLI
MOR-DOR inv ag: mu-delta opioid heterodimer inverse agonism; 340,000 tested, 0.21% active; P35372+P41143; inhibition, % at 9.3 µM; cell-based MOR-DOR heterodimer luminescence; in the data active means inhibition above about 22%, passing the limit was not always enough;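 further: 0% = cells with DMSO and 100% = wells without cells with DMSO; values of inactives mirror those of a sister screen read the other way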
Mot1-301 SUMO: inhibitors of SUMOylation pathway: yeast Mot1-301 growth rescue; S. cerevisiae Mot1-301 growth rescue, ATP luminescence, 38.5C; percent above DMSO median, 100 means doubled; growth rescue, % at 18.8 µM; 320,000 tested, 1% active; AID 2716;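 active means every valid replicate shows activation above 250% relative to neutral control wells; inactive means the rest, any valid replicate at or below 250%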;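 further: OY570 slx delta 5 strain wells were the positive control but not used for scaling; some compounds called inactive have numbers as strong as hits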
PKA-R1A act: PKA-R1A complex activation. P00514+P68181. 340,000 tested, 0.083% active. PKA-R1A dissociation, Cy5-IP20 fluorescence polarization; scaled: DMSO 0%, 113 µM cGMP 100%. activation, % at 11.4 µM. AID 504707;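 active means percent activation above the mean of all tested compounds plus 3 SD, cut at about 19% in these data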;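 further: higher means more PKAc released from R1A so a rise in polarization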
HTR5A ag ctr: HTR5A agonism, opioid heterodimer counter-screen. P47898. HTR5A agonist assay, luminescence, cell-based. activation, % at 9.3 µM. 340,000 tested, 0.61% active. AID 504692; in the data active means activation mostly above about 9.5%, no sharp cut-off; inactive means mostly below about 7.6%;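 further: 0% = cells with vehicle only and 100% = reference agonist; strong numbers were not always called active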
OPRM1-OPRD1 ag: OPRM1-OPRD1 heterodimerization agonism. cells, luminescence. activation, % at 9.3 µM. P35372+P41143. 340,000 tested, 0.3% active; in the data active means activation above about 18%;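 further: 0% = vehicle-treated cells and 100% = reference agonist; values of inactives mirror those of a sister screen read the other way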
PfHsp90 set2: inhibits growth of yeast expressing Plasmodium falciparum Hsp90; S. cerevisiae expressing PfHsp90, BacTiter-Glo ATP, 48 h; yeast lacking PDR1 and PDR3 efflux regulators; inhibition, % at 9.4 µM; 310,000 tested, 0.32% active;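 active means every replicate shows inhibition above about 80%, whatever the replicate mean, limit read from the data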;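 further: 0% = DMSO neutral controls and 100% = 20 µM radicicol positive controls; yeast relying on Plasmodium falciparum Hsp90 in place of its own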
phage Ecoli inh: E. coli growth loss with phage present; growth absorbance; inhibition, % at 11.9 µM; 360,000 tested, 0.26% active; AID 651602; in the data active means inhibition above about 11%
AddAB inh: less growth of phage-infected E. coli with AddAB; E. coli expressing H. pylori AddAB, absorbance growth; inhibition, % at 11.9 µM; 330,000 tested, 0.29% active; in the data active means inhibition above about 12%;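 further: 0% = vehicle wells of infected cells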
The depositor's hits bear a star; nt = not tested or not shown; & = joins results of further samples.

Value order – Ecoli viability	HTR5A inv ctr	DSG3 Ab inh	MOR-DOR inv ag	Mot1-301 SUMO	PKA-R1A act	HTR5A ag ctr	OPRM1-OPRD1 ag	PfHsp90 set2	phage Ecoli inh	AddAB inh
Nc1c(C(=O)CSc2nccn2-c2ccc(Cl)cc2)c(=O)[nH]c(=O)n1C1CC1
→ 0.2	-3	95	16	-16	-4	1	-4.2	4	1.0	0.9
COC(=O)c1nc(NC(=O)c2cc(OC)c(OC)c(OC)c2)n[nH]1
→ 1.4	-1	93	2	-11	0	0	-0.4	-4	1.1	1.8
O=C(COc1coc(CN2CCc3ccccc3C2)cc1=O)Nc1ccc([N+](=O)[O-])cc1
→ 0.8	-10	102	-21	nt	-8	2	3.2	-3	0.1	-1.8
CCCCn1c(SCN2C(=O)c3ccccc3C2=O)nc2cc(S(N)(=O)=O)ccc21
→ nt	-8	102	13	nt	-8	3	-2.3	3	2.0	nt
CC1(C)CC(=O)c2cnc(NC(=O)CSc3nc4ccccc4o3)nc2C1
→ 0.9	0	102	15	851*	-6	3	-3.6	5	1.8	4.6
CC(C)c1ccc(N(CC(=O)NCc2ccco2)C(=O)CCC(=O)Nc2ccccn2)cc1
→ -1.4	-27	nt	6	-6	-1	10	-1.0	-18	0.6	0.7
CC1CCc2sc(C(=O)NCC3CCCO3)cc2C1 (stereo unspecified)
→ nt	4	98	14	nt	-5	-4	-2.6	nt	1.8	nt
Cc1cc(Cl)cc(C)c1OCCCCn1ccnc1
→ 0.3	-10	100	24	16	-4	-1	-4.7	5	-0.6	-0.5
COc1ccc(NC(=O)CCc2nnc3ccc(NCc4ccc5c(c4)OCO5)nn23)cc1
→ -1.9	15	nt	5	11	-7	-4	-0.9	3	2.2	0.4
O=c1[nH]c(=S)n(-c2cccc(Cl)c2)c(O)c1/C=N/N1CCOCC1
→ 1.1	-1	nt	15	-3	8	1	-3.0	-5	4.3	-2.1
CCN1C(=O)/C(=C/N2CCc3ccccc32)SC1=S
→ 3.5	-5	102	8	-19	-10	2	-1.4	11	nt	5.3
N/C(COc1ccc(Cl)cc1Cl)=N\NS(=O)(=O)c1ccccc1
→ -0.8	-22	nt	11	-4	0	0	-2.0	4	2.9	3.1
O=C1C2CCC(C2)C1CN1CCOCC1 (stereo unspecified)
→ nt	5	109	18	nt	0	-1	-3.8	2	1.9	nt
O=C(NNC(=O)[C@H]1CC=CC[C@H]1C(=O)O)c1ccc(Cl)cc1Cl
→ 1.5	7	96	12	-17	7	-2	-2.2	1	2.4	2.0
Cc1cc2ncn(CC(C)C)c2cc1C
→ -1.2	1	100	18	-5	4	0	-3.6	-13	4.9	-0.3
CCN(CC)S(=O)(=O)c1cc(NC(=O)CSCc2c(C)noc2C)ccc1C
→ -1.1	2	115	13	-7	0	-1	-2.7	-2	1.1	-0.2
CCN1CCN(c2ccc(S(=O)(=O)N3CCOCC3)cc2NC(=O)CC(NC(C)=O)c2ccccc2)CC1 (stereo unspecified)
→ nt	21	102	4	nt	1	2	-1.1	nt	0.7	nt
CC1=CC(C)=Nc2ccc(C)cc2N1
→ 1.3&0.5	7&3	109&97	12&5	-8&-18	6&1	-2&-2	-2.2&-1.0	-8&15	4.2&1.5	-0.2&1.0
Clc1ccc(-c2cn3c(n2)-c2ccccc2C3)cc1Cl
→ 0.9	4	129	6	1	5	2	-1.2	30	1.2	1.7
Cc1cc(-c2cc(C(=O)Nc3ccccc3)on2)nc(NCC2CC2)n1
→ -0.5	-10	102	7	-11	-3	3	-1.3	-19	4.5	1.6
O=C(Nc1cnn(Cc2ccc(Cl)cc2)c1)C1CCCC1
→ -3.9	8	102	-1	-5	-3	6	0.2	nt	-0.3	-1.9
O=C(C1CCCN(S(=O)(=O)c2ccc(F)cc2)C1)N1CCCC1 (stereo unspecified)
→ 3.0	-2	99	7	5	-4	1	-1.3	-18	2.5	4.3
CCc1ccccc1N(CC(=O)NCc1ccco1)C(=O)c1snc(C(N)=O)c1N
→ 0.0	0	109	8	5	1	0	-1.4	-10	0.6	2.8
Cc1cccc(NC(=O)N2CCN(Cc3ccc(Cl)cc3)CC2)c1
→ 0.4	-9	93	5	23	-1	4	-1.0	-5	4.3	5.0
CC(c1cccnc1)N(C(=O)Nc1ccccc1)C1CCCCC1 (stereo unspecified)
→ -3.4	-9	97	12	-9	5	3	-2.4	18	2.2	-1.9
COc1cc(C(=O)Nc2cccc(C(C)=O)c2)cc(OC)c1OC
→ 3.0	13	101	10	-18	-4	3	-2.0	9	4.4	0.5
COc1ccccc1OCC(=O)N1CCCC(Nc2cccc(F)c2)C1 (stereo unspecified)
→ 0.5	11	nt	14	9	1	-1	-2.5	7	2.8	3.8
CO/N=C/c1ccc(Oc2ccc([N+](=O)[O-])cc2[N+](=O)[O-])c(OC)c1
→ -1.9	-10	97	-25	9	0	4	4.9	6	1.3	2.3
O=C(CSc1ccc(-c2ccccc2)nn1)NCc1ccco1
→ -2.0	-6	nt	1	-15	0	2	-0.2	nt	2.9	2.0
CN(C)CCCN(C(=O)c1ccc(S(=O)(=O)N2CCCCCC2)cc1)c1nc2cc3c(cc2s1)OCCO3
→ -0.9	25	97	10	-10	5	-10	-1.9	nt	-1.0	3.3
COCc1nnc(NC(=O)c2cccc(NC(=O)c3ccccc3)c2)s1
→ 0.2	-12	108	9	-9	-3	4	-1.6	2	1.8	1.3
COc1cccc(NC(=O)CSc2nnc(Cn3cnc([N+](=O)[O-])n3)n2C)c1
→ 1.4	-3	110	-6	2	4	1	1.2	-27	2.4	1.2
O=C(OCC(=O)N1CCC(Cc2ccccc2)CC1)c1ccc(CO)cc1
→ 0.3	5	nt	15	15	-4	-2	-4.1	9	1.7	2.1
CCN(CC)c1nc(Nc2ccc(Cl)cc2)nc(OCC#N)n1
→ -0.1	-11	93	-22	735*	-2	4	4.5	6	0.6	4.7
CCOC(=O)C(C)Sc1nnc2n1C(C)(C)Cc1ccccc1-2 (stereo unspecified)
→ 0.9	25	83	4	nt	-3	-10	-0.9	nt	3.1	0.2
CC(=NCCN1CCNCC1)C1=C(O)CC(C)(C)CC1=O
→ 0.7	-15	98	-6	-7	-6	5	1.0	17	0.2	-2.1
COc1c(Cl)ccc(Cl)c1C(=O)NC(=S)N1CCOCC1
→ 0.2	-16	98	9	-12	2	-1	-1.6	-17	1.5	-1.9
O=C(CCSc1ccccn1)Nc1ccc(Br)cc1
→ -0.5	6	128	3	33	-15	-1	-0.5	14	1.5	0.0
N#Cc1ncc(Cl)c2ccccc12
→ -1.6	-28	113	-5	-6	12	-6	0.9	12	3.2	-0.1
Cc1ccc(C(=O)O/N=C(\N)c2nonc2N)cc1
→ -1.0	13	91	12	-24	-7	-3	-2.3	14	4.7	0.2
NC(=O)c1nsc(C(=O)N(CC(=O)NC2CCCC2)c2cccc(C(F)(F)F)c2)c1N
→ -1.8	5	123	0	-10	9	-1	0.0	-4	2.2	-2.2
CCOC(=O)c1ccc(NC(=O)Oc2ccccc2)cc1
→ 3.7	-14	104	14	70	-12	0	-3.1	nt	2.7	3.4
O=C(Nc1nc2c(F)c(F)c(F)cc2s1)c1ccco1
→ 4.3	-6	110	4	0	2	2	-0.7	10	1.5	2.4
COc1ccc2[nH]c(=O)c(C(c3nnnn3C3CCCC3)N(C)C3CCCCC3)cc2c1 (stereo unspecified)
→ 1.0	-8	104	12	-14	-4	3	-2.2	3	3.0	5.0
Cc1ccccc1-n1c([C@@H]2C[C@H]2c2ccccc2)n[nH]c1=S
→ -3.2	6	113	3	4	3	4	-0.6	7	-1.2	-2.4
O=C(COC(=O)c1c2c(nc3ccccc13)CCCC2)Nc1ccc2c(c1)OCO2
→ 0.3	-22	99	4	7	12	-3	-0.8	-23	0.7	3.2
Cc1c(NC(=O)c2c([N+](=O)[O-])cnn2C)c(=O)n(-c2ccccc2)n1C
→ -1.5	-15	nt	-3	1	5	6	0.3	8	1.5	2.7
Cc1cc2oc(C(=O)Nc3c(C)n(C)n(-c4ccccc4)c3=O)c(C)c2cc1Cl
→ 1.4	-29	99	-23	16	2	11	3.8	9	3.1	3.4
CCn1cc(C(=O)O)c(=O)c2cc(F)c(N3CCN(C(=S)NC(=O)c4cccc(C)c4)CC3)cc21
→ 98*	23	97	15	-16	3	3	-2.8	15	93*	97*
CC1CCc2sc(C(=O)NN)cc2C1 (stereo unspecified)
→ 0.4	0	96	-9	nt	-9	2	1.8	8	4.4	0.7

(listing goes on)
Value order – Ecoli viability	HTR5A inv ctr	DSG3 Ab inh	MOR-DOR inv ag	Mot1-301 SUMO	PKA-R1A act	HTR5A ag ctr	OPRM1-OPRD1 ag	PfHsp90 set2	phage Ecoli inh	AddAB inh
Cc1ccc(Nc2nc(NCC3CCCO3)nc(N)c2[N+](=O)[O-])cc1 (stereo unspecified)
→ -0.6	13	101	-31	2	7	5	4.6	-11	2.3	5.2
COC(=O)c1sc2nc(SCc3cccc(Cl)c3)n(N)c(=O)c2c1C
→ 1.5	-4	107	-1	0	-12	7	0.1	-23	5.0	2.3
O=C(/C=C/c1cccc([N+](=O)[O-])c1)N1CCN(Cc2ccccc2)CC1
→ 1.6	-15	98	10	-15	-7	4	-2.1	1	4.0	2.4
Cc1nc(SCC(=O)NC2CC2)c2c(C)c(C)sc2n1
→ 0.4	5	111	-2	3	-5	11	0.3	-6	0.4	5.5
CC(=O)Nc1ccc(N=Nc2ccc(O)cc2)cc1
→ -0.7	-35	127	12	-10	-1	-6	-2.2	5	2.1	4.4
Cc1ccc(/C=C/c2ccc(N(C)C)cc2)[n+](C)c1
→ 0.6	-13	242	6	164	3	3	-1.1	-7	2.9	2.8
CN1/C(=C/C(=O)c2cccs2)Sc2ccccc21
→ -0.8	3	103	10	-14	-2	4	-2.2	nt	0.8	4.0
COc1ccc(OCC(=O)Nc2ccc(N3CCOCC3)c(Cl)c2)cc1
→ -1.1	-18	100	2	9	9	6	-0.3	-9	2.1	0.9
CC(C)n1cnc2c(NCc3ccccc3)cc(Cc3ccc(F)cc3)cc21
→ -1.4	8	nt	-4	3	-11	3	0.7	-36	-1.6	-1.6
Cc1ccc(NC(=O)Nc2ccc(F)cc2)nc1
→ 1.3	-7	106	3	5	3	-2	-0.7	-9	3.8	0.4
CCC1C(=O)NCCN1C(=O)c1ccc2nc(Cc3cccc(Cl)c3)oc2c1 (stereo unspecified)
→ -0.2	-1	108	13	84	1	0	-3.1	10	-3.1	0.8
O=C(C(Br)=Cc1ccccc1)c1ccccc1
→ nt	-7	96	2	nt	-9	2	-0.5	nt	0.9	nt
CCOc1ccccc1N1CCN(C(=O)c2cc(-c3cc(OC)ccc3OC)nc3ccccc23)CC1
→ -0.5	12	nt	-1	-26	1	5	0.2	-6	-0.8	4.6
O=C(Nc1ccc2c(c1)nc1n2CCOC1)c1ccco1
→ 2.2	19	nt	8	-6	-4	3	-1.6	-8	3.7	-0.2
Cc1nnsc1SCCNC(=O)c1ccc(F)cc1
→ 1.4	9	97	7	13	1	-3	-1.4	13	2.5	3.0
